Assay outcomes as filed in PubChem.
bovine MsrA act: bovine MsrA enzyme activators, primary screen, biochemical, absorbance, HTS. purified bovine MsrA, absorbance read-out. activation, % at 10.6 µM. 360,000 compounds, 0.3% hits. AID 602163, 2012; in the data active means activation above about 7.5%;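 further: 0% = vehicle and 100% = reference activator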
TbMetRS inhib: T. brucei MetRS inhibitors, primary screen, biochemical, luminescence. purified T. brucei MetRS, ATP depletion, Kinase-Glo luminescence. inhibition, % at 11.9 µM. 360,000 compounds, 0.4% hits. methionyl-tRNA synthetase (Trypanosoma brucei brucei). AID 624268, 2012;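 active means inhibition above a per-plate cutoff of the control wells' mean inhibition plus 3 SD, cut at about 5.5% in these data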;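 further: 0% = DMSO wells median and 100% = median of wells with control inhibitor compound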
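Assay system: T. brucei methionyl-tRNA synthetase, purified | Medium: HEPES buffer with MgCl2, KCl, DTT, spermine, BSA, pyrophosphatase | Compound: 11.9 µM single point | Incubation: 15 min enzyme-compound preincubation, 2 h reaction, 10 min detection, 25 °C | Measured by: Kinase-Glo luciferase luminescence reporting remaining unconsumed ATP | Measure: % inhibition normalized to control-well medians | Replication: Singlicate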
DNMT1 inh: human DNMT1 methyltransferase inhibitors, primary screen, biochemical, molecular beacon, fluorescence, HinP1I cleavage, uHTS; DNA (cytosine-5)-methyltransferase 1 (Homo sapiens), P26358; inhibition (reported as % activation of signal), % at 10 µM; 360,000 compounds, 0.83% hits; AID 588458, 2011; in the data active means inhibition above about 50%
STEP inh: STEP phosphatase inhibitors, primary screen, biochemical, fluorescence intensity, uHTS. recombinant STEP, OMFP fluorogenic substrate. inhibition, % at 20 µM. 360,000 compounds, 0.25% hits;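 active means inhibition at 20 µM, scaled per plate between control wells, above about 37%, limit read from the data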;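 further: 0% = DMSO with enzyme and substrate and 100% = substrate only without enzyme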
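medium = Bis-Tris buffer pH 6.0, 2.5 mM DTT, 0.005% Tween 20 | test system = STEP (striatal-enriched tyrosine phosphatase) enzyme, cell-free | measure = normalized % inhibition | compound dosing = 20 µM, 1% DMSO | also added = 25 µM OMFP | schedule = reaction 20 min, ambient temperature | measured by = fluorescence read at 480 nm ex / 540 nm em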
MsrA inh: bovine MsrA enzyme inhibitors, primary screen, biochemical, absorbance, HTS. Methionine sulfoxide reductase A (Bos taurus). purified bovine MsrA, absorbance read-out. inhibition, % at 15.5 µM. 360,000 compounds, 0.75% hits; in the data active means inhibition above about 4.5%;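 further: 0% = vehicle wells with enzyme and 100% = reference inhibitor wells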
LMPTP block: LMPTP phosphatase inhibitors, primary screen, biochemical, fluorescence intensity, uHTS; Low molecular weight phosphotyrosine protein phosphatase (Homo sapiens), P24666; recombinant LMPTP-A, OMFP fluorogenic substrate; inhibition, % at 20 µM; 360,000 compounds, 0.22% hits; AID 651560, 2012;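 active means compounds that cut the enzyme signal by at least half of the control window in the single-dose screen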;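 further: plate controls were DMSO wells with enzyme plus substrate for no effect and substrate without enzyme for full effect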
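material = LMPTP-A | quantity = 0.625 nM enzyme | reagent = OMFP substrate, 400 µM final | buffer or medium = Bis-Tris pH 6.0, DTT, detergent | detection = endpoint fluorescence intensity from OMFP dephosphorylation | dosing = single 20 µM dose | read-out basis = % inhibition relative to no-enzyme and uninhibited control wells | control set = no-enzyme and uninhibited controls | timing = 50 min at room temperature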
NRP1-CendR mod: modulators of CendR peptide binding to NRP-1, primary screen, biochemical, fluorescence polarization, uHTS | inhibition, % at 25 µM | FAM-RPARPAR peptide binding to NRP-1 | Neuropilin-1 (Homo sapiens), O14786 | 360,000 compounds, 0.85% hits;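 active means inhibition or corrected inhibition above about 18%, plus a signal ratio from 0.5 to 1.5, limit read from the data, passing the limit was not always enough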; further: strong numbers were not always called active
Target sequence (O14786 whole entry, looked up): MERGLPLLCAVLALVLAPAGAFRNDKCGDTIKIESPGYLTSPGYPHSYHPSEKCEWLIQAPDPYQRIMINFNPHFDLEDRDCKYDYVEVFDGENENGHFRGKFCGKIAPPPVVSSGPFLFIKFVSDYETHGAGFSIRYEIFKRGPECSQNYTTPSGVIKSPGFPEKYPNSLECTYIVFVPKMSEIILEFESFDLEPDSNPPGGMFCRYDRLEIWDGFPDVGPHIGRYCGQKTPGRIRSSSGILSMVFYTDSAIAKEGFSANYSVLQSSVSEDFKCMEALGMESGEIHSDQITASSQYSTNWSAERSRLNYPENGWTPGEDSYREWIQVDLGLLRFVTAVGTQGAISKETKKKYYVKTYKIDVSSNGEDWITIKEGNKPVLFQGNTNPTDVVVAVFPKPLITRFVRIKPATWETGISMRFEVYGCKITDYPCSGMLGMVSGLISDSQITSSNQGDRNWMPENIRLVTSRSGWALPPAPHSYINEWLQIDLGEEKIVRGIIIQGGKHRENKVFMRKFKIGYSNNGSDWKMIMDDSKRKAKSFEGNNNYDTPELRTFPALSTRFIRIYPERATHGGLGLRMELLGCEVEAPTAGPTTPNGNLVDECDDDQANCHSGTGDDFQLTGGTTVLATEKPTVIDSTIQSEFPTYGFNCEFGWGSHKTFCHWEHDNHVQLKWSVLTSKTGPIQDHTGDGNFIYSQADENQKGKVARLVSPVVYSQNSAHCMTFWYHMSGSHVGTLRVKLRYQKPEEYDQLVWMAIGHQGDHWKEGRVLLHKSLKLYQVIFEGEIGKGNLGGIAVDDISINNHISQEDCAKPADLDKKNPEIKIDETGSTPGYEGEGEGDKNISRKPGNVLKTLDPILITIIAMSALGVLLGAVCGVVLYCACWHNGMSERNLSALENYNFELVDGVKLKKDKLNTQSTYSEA
Scp1 inh: Scp-1 phosphatase inhibitors, primary screen, biochemical, colorimetric, uHTS; Carboxy-terminal domain RNA polymerase II polypeptide A small phosphatase 1 (Homo …; Recombinant Scp1, phosphopeptide, malachite green phosphate absorbance; inhibition, % at 20 µM; 340,000 compounds, 0.88% hits; AID 493091, 2011;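 active means inhibition above about 50% at 20 µM, limit read from the data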;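 further: plate controls were DMSO wells with enzyme for no effect and wells lacking enzyme for full effect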
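Test system: SCP-1 catalytic domain; Buffer or medium: Acidic Tris acetate buffer with magnesium and detergent; Also added: Phosphorylated 17-residue peptide substrate; Compound: single 20 µM dose, 1% DMSO; Schedule: enzyme reaction 45 min at room temperature, colour 5 min, stabilisation 30 min; Signal: Phosphate-binding colour reagent, absorbance read at 630 nm.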
SUMO1-SIM PPI: modulators of SUMO1 protein-protein interactions, primary screen, biochemical, uHTS | Small ubiquitin-related modifier 1 (Homo sapiens), P63165 | SUMO1 binding to a labelled peptide, TR-FRET, 1 h | inhibition, % at 20 µM | 360,000 compounds, 0.33% hits; in the data active means inhibition above about 37%
Target sequence (P63165 whole entry, looked up): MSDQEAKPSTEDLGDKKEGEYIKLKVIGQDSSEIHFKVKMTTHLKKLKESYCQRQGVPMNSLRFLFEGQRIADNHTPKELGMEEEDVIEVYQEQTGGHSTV
E coli Lon inh: inhibitors of E. coli Lon protease, primary screen, biochemical, fluorescence polarization. P0A9M0. purified E. coli Lon protease. inhibition, % at 7.94 µM. 360,000 compounds, 0.42% hits. AID 602123, 2011; in the data active means inhibition above about 13%, passing the limit was not always enough;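 further: 0% = enzyme with probe and DMSO and 100% = no enzyme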
* hit, by the source's call; / = no result given. The order is random; any-hit rate near 4.3%.

SMILES	bovine MsrA act	TbMetRS inhib	DNMT1 inh	STEP inh	MsrA inh	LMPTP block	NRP1-CendR mod	Scp1 inh	SUMO1-SIM PPI	E coli Lon inh
CC(C)(C)OC(=O)N[C@@H](Cc1ccccc1)C(=O)N[C@@H](CO)[C@H](O)[C@@H]1C[C@@H]1C(=O)N1CCCC1	-3	-0.2	1	-2	-0.2	-0.5	4	-2	8	5
COCc1cc(C)nc(SCC(=O)Nc2nc(C)cs2)c1C#N	-7	0.1	1	-1	0.8	0.1	2	-10	1	-1
COc1ccccc1C1(CCNC(C)c2cccs2)CCOC(C(C)C)C1 (stereo not drawn)	-2	0.2	0	-1	-0.5	0.9	8	0	-5	2
O=C(CCC(=O)c1cccs1)NCc1cccc(Cl)c1	-3	-0.2	-1	-2	0.6	-1.2	-2	-4	1	-7
CCc1nc2c(OCCn3cccc3)cccn2c1N(C=O)Cc1ccccc1	-4	-0.2	-2	-1	-1.0	0.2	-12	/	2	-8
CCOc1ccccc1NC(=O)C1C2C=CC(O2)C1C(=O)O (stereo not drawn)	1	-0.4	0	-3	0.4	0.8	1	2	-2	0
C=CCn1c(SCc2ccc(Cl)cc2)nc2cc(C(=O)N3CCC(C(N)=O)CC3)ccc2c1=O	-13	-1.4	-1	3	-1.0	-0.8	13	0	4	-3
CCOc1cc(/C=N/NC(=O)c2nnn(-c3nonc3N)c2C)ccc1OCc1cccc(F)c1	0	0.4	1	-1	0.1	1.9	-2	-9	-2	1
O=c1c2ccccc2sn1-c1ccccc1F	6	-0.5	5	-2	-0.1	-3.1	10	/	-1	4
N#Cc1c(NC(=O)CCCN2C(=O)c3ccccc3C2=O)oc(-c2ccccc2)c1-c1ccccc1	-1	-0.4	-8	0	-0.3	4.4	4	-2	3	-1
CC1CCCCC1NC(=O)CN1C(=O)NC(C)(c2ccc(OC(F)F)cc2)C1=O (stereo not drawn)	1	0.3	-4	0	2.4	-0.7	4	-11	5	-1
Oc1ccccc1N1CCN(C(=S)NCc2ccccc2)CC1	-1	-0.1	-8	4	-0.5	0.5	2	-7	3	-3
CCOc1ccc(NC(=O)c2ccc(F)c(S(=O)(=O)N3CCCC3)c2)cc1	-3	0.0	-1	4	0.8	0.3	10	/	2	-4
O=C(/C=C/c1ccccc1)Nc1ccc(Br)cn1	-5	-0.5	6	1	1.1	-1.6	-8	-1	0	0
O=C(Cc1ccccc1)Nc1nc2ccccc2[nH]1	-2	2.4	4	2	-0.6	-0.2	-4	0	2	-2
Cc1ccccc1NC(=O)CSc1ccc(-c2cccnc2)nn1	-5	-0.2	0	-1	0.8	-1.1	3	-8	0	-2
COc1cccc(/C=N/n2c(N)c(S(=O)(=O)c3cccs3)c3nc4ccccc4nc32)c1	-13	-1.1	-1	1	1.0	-0.5	3	-5	-3	-7
O=C(N/N=C/c1ccc(OC(F)F)cc1)c1ccc(CSc2nc3ccccc3[nH]2)cc1	-4	-0.1	-13	-2	1.0	3.2	-6	-7	-1	-7
CCOC(=O)[C@]12CCC=C1N(Cc1ccccc1)C(=O)[C@H](CC(=O)N1CCCC1)C2	-1	-0.6	/	/	-1.0	0.7	-23	/	4	-6
COc1cc2[nH]c(=S)nc(NCCc3ccc(S(N)(=O)=O)cc3)c2cc1OC	0	3.0	-3	2	2.1	-3.6	6	0	26	-4
O=C(COC(=O)c1ccccc1-c1ccccc1[N+](=O)[O-])c1ccccc1	-2	-0.9	-5	4	0.4	1.2	9	-10	-11	8
COc1ccccc1NC(=O)N(C)C[C@@H]1OCc2cnnn2CCCC(=O)N([C@H](C)CO)C[C@@H]1C	-3	-0.1	4	2	-0.1	-1.4	-6	/	5	-4
Cn1c(C(O)c2ccccc2F)nc(Cl)c1Cl (stereo not drawn)	-3	-0.9	-2	0	-0.5	-1.1	-8	-5	-1	-6
CC(=O)Nc1ccc(NC(=O)CSc2nc3nc(-c4cccs4)cc(C(F)(F)F)c3c(=O)[nH]2)cc1	-6	-1.2	-1	-3	0.3	0.2	-5	-7	4	-11
N#C/C(=C\c1ccc([N+](=O)[O-])cc1)c1ccccn1	-4	-0.4	3	4	3.2	1.7	6	-11	-25	-3
COc1ccc(/C=C/C(=O)Nc2cc(S(=O)(=O)N3CCOCC3)ccc2OC)cc1	-2	0.2	-5	4	0.7	1.4	-4	-12	-16	-2
COc1cc2cc(C(c3nnnn3C3CCCC3)N3CCCCC3)c(=O)[nH]c2cc1OC (stereo not drawn)	-2	-0.1	2	1	-1.2	-0.2	3	-6	2	-6
CC1(c2nnnn2-c2ccc3c(c2)OCCO3)CCC(=O)N1CC1CCCCC1 (stereo not drawn)	-3	-0.5	/	/	-0.7	-1.5	-1	/	-2	-9
Fc1ccc(-n2c(=S)[nH]c3cccnc32)cc1	-2	1.9	5	65*	0.7	0.9	11	-4	1	-4
Cc1c(O)ccc2c(CN(C)Cc3ccccc3)cc(=O)oc12	-2	-0.3	0	1	2.8	-1.6	-5	-1	-9	-6
CCOC(=O)c1cnn(-c2ccccc2)c1NC(=O)CN1CCOCC1	-11	-1.5	6	0	-0.9	1.2	-5	-7	7	8
Cc1nn(-c2ccc(F)cc2F)c(=O)c2noc(C)c12	-2	-0.9	-1	0	0.7	-1.4	5	-19	-1	-4
Cc1cc(=O)[nH]c(SCCc2ccccc2)n1	-7	-0.7	1	-4	-0.1	-1.3	8	-7	0	-5
O=C1CCCN1CCCNC(=S)Nc1ccc(F)c(Cl)c1	-4	0.2	0	20	0.4	-2.1	2	1	7	6
COc1cccc(C(=O)OCC(=O)NCCCc2ccccc2)c1	0	-1.0	0	0	0.8	-1.0	16	-10	-3	5
CNc1ncnc2c1ncn2[C@@H]1O[C@H](CO)[C@@H](O)[C@H]1O	-1	-0.4	12	1	-0.2	0.2	-9	-1	9	0
CC(CN1CCOCC1)OC(=O)c1ccccc1Br (stereo not drawn)	4	0.2	-1	0	0.2	-2.5	13	-15	0	-1
C=C(C)Cn1c(SCC(=O)O)nnc1-c1ccc(C(C)(C)C)cc1	0	-0.6	5	-1	-0.5	-0.6	2	-9	1	-12
CCCOc1ccc(CCc2n[nH]c(=S)n2Cc2ccccc2)cc1	6	-0.3	1	2	-0.9	2.3	5	-9	4	-7
CN(C)S(=O)(=O)c1cc(NC(=O)COC(=O)Cc2ccc(Cl)cc2Cl)ccc1Cl	-1	0.6	-4	0	-0.2	2.1	-16	-8	1	5
CCOC(=O)c1sc(NC(=O)C(C)Sc2nc(N)cc(=O)[nH]2)nc1C (stereo not drawn)	-8	-1.0	1	2	2.3	2.1	-13	-1	4	-14
COC(=O)c1cccc(NC(=S)Nc2cccc(Cl)c2C)c1	-7	-1.0	-9	-3	-0.3	1.6	-1	3	3	4
Nc1nc(SCC(=O)N2CCCCCC2)[nH]c(=O)c1NC(=O)c1ccco1	-2	-0.5	1	3	-1.4	-0.1	-9	-7	1	3
O=c1[nH]cc(N=Cc2cc(Cl)cc(Cl)c2O)c(=O)[nH]1	0	0.6	-6	4	-0.8	1.6	-54	1	8	16
COc1ccc(NC(=O)CC2C(=O)N(C)C(=S)N2Cc2ccco2)cc1 (stereo not drawn)	-1	-0.2	-7	-2	0.6	0.4	-1	0	-4	7
CN(C)S(=O)(=O)c1ccc(NC(=O)c2cc(-c3cccs3)nc3ccccc23)cc1	-2	-0.1	-1	-1	0.4	1.9	-8	-4	0	-14
O=C(CCS(=O)(=O)c1ccccc1)Nc1ccc2c(c1)C(=O)NC2=O	-2	-0.1	2	-1	1.7	-28	0	-1	-11	5
Nc1nonc1-n1nnc(C(=O)N/N=C/c2ccccc2Cl)c1CSc1ccccc1	-2	-0.6	-8	1	0.6	2.2	3	4	2	-13
O=C(Nc1nnc(C2=COCCO2)o1)c1cccc(Br)c1	-7	-0.3	1	5	0.4	-2.0	4	-7	5	0
O=C(c1ccc(Cl)nc1)N1CCN(C/C=C/c2ccccc2)CC1	-8	-0.6	2	0	-0.1	-0.7	4	4	1	-2
CCOc1ccc(-n2cc(C(=O)c3cc(Cl)ccc3O)cc(C#N)c2=O)cc1	-4	1.7	-9	2	0.0	0.7	-42	-10	-14	-14
C/C(=C\c1ccccc1)C(=O)Nc1nccs1	-5	-0.9	1	3	-0.1	-0.7	-7	-1	0	-12
CSCCC(NS(=O)(=O)c1ccc2c(c1)Cc1cc(S(=O)(=O)NC(CCSC)C(=O)O)ccc1-2)C(=O)O (stereo not drawn)	-2	2.6	1	2	0.0	-1.5	-8	-3	31	-1
O=C(Cc1ccccc1[N+](=O)[O-])NCCc1ccc(F)cc1	0	-0.5	-4	0	-0.6	-2.7	-5	-5	1	11
CC(=O)C1=CCC(c2ccco2)N(S(=O)(=O)c2ccc(C)cc2)C1 (stereo not drawn)	-3	0.4	-1	-2	0.9	0.4	-10	/	0	-3
CC[C@H](C)[C@@H]1NC(=O)c2cc([N+](=O)[O-])cc(F)c2NCCCC[C@@H](C(N)=O)NC(=O)[C@H](CCCCN)NC1=O	-3	-0.4	-81	0	1.1	-9.5	6	1	-144	-11

Three compounds from above with just TbMetRS inhib:
canonical_smiles,TbMetRS inhib
O=C(Cc1ccccc1[N+](=O)[O-])NCCc1ccc(F)cc1,-0.5
CC(=O)C1=CCC(c2ccco2)N(S(=O)(=O)c2ccc(C)cc2)C1 (stereo not drawn),0.4
CC[C@H](C)[C@@H]1NC(=O)c2cc([N+](=O)[O-])cc(F)c2NCCCC[C@@H](C(N)=O)NC(=O)[C@H](CCCCN)NC1=O,-0.4
